# M1 ag parental: M1 agonist counterscreen hit in parental CHO-K1 cells; Fluo-8 calcium fluorescence; scaled to maximal ATP response, vehicle zero; activation, % at 3 µM; 360,000 compounds, 0.48% hits; AID 602248; in the data active = activation above about 15%;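 also: untransfected CHO-K1 host cells lacking M1 receptor as counterscreen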
# TAAR1 antag: human TAAR1 antagonism; Q96RJ0; CHO RD-HGA16 TAAR1, Fluo-8 calcium fluorescence, antagonist; inhibition, % at 3 µM; 360,000 compounds, 1.5% hits;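 active = inhibition above a per-plate cutoff, the mean inhibition of test compounds on that plate plus 3 SD, cut at about 49% in these data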;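 also: 0% = DMSO plus EC80 beta-PEA response and 100% = DMSO alone without agonist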
# Target sequence (Q96RJ0 whole entry, looked up): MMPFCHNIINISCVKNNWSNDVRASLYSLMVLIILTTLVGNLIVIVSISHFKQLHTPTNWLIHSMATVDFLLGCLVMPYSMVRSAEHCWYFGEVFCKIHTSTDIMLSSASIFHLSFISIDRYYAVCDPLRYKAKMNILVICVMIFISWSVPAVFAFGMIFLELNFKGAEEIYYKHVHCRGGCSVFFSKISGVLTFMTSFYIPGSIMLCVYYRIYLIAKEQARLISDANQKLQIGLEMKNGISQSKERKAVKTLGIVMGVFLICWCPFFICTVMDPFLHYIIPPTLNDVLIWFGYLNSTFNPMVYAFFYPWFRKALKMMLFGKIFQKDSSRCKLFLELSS
#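 Test system: RD-HGA16 CHO cells with stable hTAAR1 and Gα16 / Probe or stimulus: EC80 β-phenethylamine stimulus / Times: seeding 17-24 h prior, 75-min 37 °C, 30-min RT dye loading / Detection: Fluo-8 calcium-sensitive fluorescence / Read-out basis: % inhibition scaled between DMSO and EC80 PEA controls / Repeats: singlicate, one well per test compound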
# M1 PAM parental: counter-screen for M1 PAMs: effect in parental CHO-K1 cells; ATP EC20, Fluo-8 calcium fluorescence; 0% at ATP EC20, 100% at ATP max; activation, % at 3 µM; 360,000 compounds, 0.02% hits;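 active = activation above the run cutoff, the mean activation of all test compounds plus 3 SD, cut at about 40% in these data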;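 also: peak over basal fluorescence ratio in a 140 s read after ATP addition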
# TAAR1 ag: agonists of human TAAR1; CHO RD-HGA16 TAAR1, Fluo-8 calcium fluorescence; vehicle wells 0%, saturating PEA agonist 100%; activation, % at 3 µM; 360,000 compounds, 0.99% hits; AID 624467;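 active = activation above the mean activation of all test compounds in the run plus 3 SD, cut at about 38% in these data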
#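 System: CHO RD-HGA16 cells carrying human TAAR1 plus Gα16; Incubation: 17-24 h seeding, 75 min 37 °C dye, 30 min RT; Measured by: Fluo-8 fluorescence, 5 s baseline then 140 s kinetic read; Control set: DMSO and PEA EC100; Replication: single well for each compound.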
# CHO-K1 Ca antag: counter-screen for M1 antagonists: effect in parental CHO-K1 cells; ATP-induced calcium, Fluo-8 fluorescence; inhibition, % at 3 µM; 360,000 compounds, 0.6% hits; AID 602250;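 active = inhibition above a per-plate cutoff, the plate's mean sample inhibition plus 3 SD, cut at about 24% in these data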;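 also: 0% = DMSO plus EC80 ATP and 100% = DMSO alone without ATP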
# M1 PAM: human CHRM1 positive allosteric modulation; activation, % at 3 µM; 360,000 compounds, 0.088% hits; CHO-K1 hM1, Fluo-8 calcium fluorescence, ACh EC20; 0% = ACh EC20, 100% = maximal ACh; AID 588819; P11229; in the data active = activation above about 19%, passing the limit was not always enough
# Target sequence (P11229 whole entry, looked up): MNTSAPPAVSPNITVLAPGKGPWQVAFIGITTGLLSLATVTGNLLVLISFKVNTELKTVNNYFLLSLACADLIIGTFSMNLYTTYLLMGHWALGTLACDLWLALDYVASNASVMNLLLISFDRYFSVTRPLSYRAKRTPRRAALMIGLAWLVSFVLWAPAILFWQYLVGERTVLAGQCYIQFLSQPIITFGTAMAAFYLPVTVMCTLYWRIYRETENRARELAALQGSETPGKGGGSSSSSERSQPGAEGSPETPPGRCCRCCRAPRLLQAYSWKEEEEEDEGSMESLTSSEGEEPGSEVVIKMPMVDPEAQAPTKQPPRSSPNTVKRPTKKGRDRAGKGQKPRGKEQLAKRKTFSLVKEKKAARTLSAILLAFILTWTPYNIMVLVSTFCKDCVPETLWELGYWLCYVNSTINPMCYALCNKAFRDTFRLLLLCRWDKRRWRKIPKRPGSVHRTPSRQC
# CHRM1 agonist: activates human CHRM1 receptor; P11229; CHO-K1 hM1, Fluo-8 calcium fluorescence, agonist mode; 0% DMSO, 100% acetylcholine EC100; activation, % at 3 µM; 360,000 compounds, 0.33% hits; AID 588814;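 active = activation above the run's mean compound activation plus 3 SD, cut at about 16% in these data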;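 also: peak over basal fluorescence ratio within a 140 s kinetic read after compound addition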
# CHO parental Ca: counter-screen for OX1R antagonists: effect in parental CHO cells. parental CHO-K1, ATP-induced calcium, Fluo-8 fluorescence. inhibition, % at 5.6 µM. AID 463079. 330,000 compounds, 0.63% hits;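 active = inhibition above that plate's mean sample inhibition plus 3 SD, cut at about 26% in these data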;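 also: 0% = ATP-challenged DMSO wells and 100% = DMSO wells without ATP; some compounds past the cut are filed as inactive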
#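 Assay system – parental CHO cells · Reagent – ATP stimulus · Detection – intracellular calcium via Fluo-8 no-wash fluorescent dye · Evaluation – percent inhibition of ATP-evoked calcium rise, normalized to controls · Controls – ATP wells versus no-ATP DMSO wells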
# CHRM1 antagonist: human CHRM1 antagonism. P11229. inhibition, % at 3 µM. 360,000 compounds, 1.3% hits. AID 588852. CHO-K1 hM1, Fluo-8 calcium fluorescence, ACh EC80 antagonist;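 active = percent inhibition above its own plate's cutoff, namely the mean of that plate's compound wells plus 3 SD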;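 also: peak over basal fluorescence ratio during 140 s after agonist addition; 0% = ACh EC80 plus DMSO and 100% = DMSO alone without agonist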
# * hit, by the source's call; nt = not tested or not shown.
# Screens by letter – A = M1 ag parental; B = TAAR1 antag; C = M1 PAM parental; D = TAAR1 ag; E = CHO-K1 Ca antag; F = M1 PAM; G = CHRM1 agonist; H = CHO parental Ca; I = CHRM1 antagonist
> Cc1ccc(Oc2nc3ccccn3c(=O)c2/C=C(\C#N)C(=O)Nc2c(C)n(C)n(-c3ccccc3)c2=O)cc1
  A: 0.2	B: -22	C: 3	D: 1	E: -11	F: -5	G: -2	H: -13	I: -3
> CNC(=O)c1ccccc1Nc1ccc(SC(F)F)cc1
  A: 0.8	B: 22	C: -13	D: 9	E: 3	F: -11	G: -6	H: -6	I: 15
> COc1ccc(-n2c(COc3ccccc3)nnc2SCC(N)=O)cc1
  A: 0.3	B: -17	C: 6	D: 7	E: 10	F: 3	G: -2	H: -11	I: -2
> CS(=O)(=O)N1CCC(C(=O)N2CCc3ccccc3C2)CC1
  A: 0.6	B: -1	C: 13	D: 11	E: -15	F: -1	G: -4	H: -6	I: 0
> Cc1nc2[nH]c(=S)[nH]c(=O)c2nc1C
  A: 0.7	B: 3	C: 14	D: 1	E: -10	F: 6	G: -2	H: nt	I: -19
> CCOC(=O)CN1C(=O)N[C@@H](c2cccs2)C(C(=O)OC)=C1C
  A: 0.4	B: -2	C: 25	D: 11	E: -13	F: 0	G: -3	H: -14	I: 6
> Cc1c(C(N)=O)sc2ncn(CCOc3ccccc3)c(=O)c12
  A: 1.8	B: 11	C: 10	D: 2	E: -8	F: 1	G: -3	H: -15	I: 4
> CCOC(=O)C1=C(C)NC(SCC(=O)Nc2cc(C)on2)=C(C#N)C1c1cccs1 (stereo not given)
  A: -0.9	B: -14	C: 12	D: 8	E: 1	F: 0	G: -3	H: -9	I: -3
> Cc1ccc(S(=O)(=O)N2CC3(C)CN(S(=O)(=O)c4ccc(C)cc4)CC(C)(C2)C3=O)cc1
  A: -0.1	B: -9	C: 10	D: 6	E: 5	F: -1	G: -5	H: -14	I: 5
> COc1cc(C2/C(=C(\O)c3ccc4c(c3)OCCO4)C(=O)C(=O)N2CCN2CCOCC2)cc(OC)c1OC (stereo not given)
  A: 0.8	B: -14	C: 19	D: 1	E: -14	F: 12	G: -1	H: nt	I: -15
> Cc1ccc(N2C(=O)N(CC(=O)Nc3cccc(C)c3C)C(=O)C2C)cc1 (stereo not given)
  A: 0.2	B: -16	C: -16	D: 1	E: 13	F: 7	G: 1	H: -20	I: 3
> c1ccc(CSc2ccc(-c3ccc4c(c3)OCO4)nn2)cc1
  A: 0.2	B: 26	C: -4	D: 0	E: -1	F: 3	G: -4	H: 0	I: -9
> Cc1ccc(O)c(NC(=O)c2ccc3c(c2)C(=O)N(CC(C)C)C3=O)c1
  A: 1.2	B: -12	C: 6	D: 1	E: -6	F: 2	G: -1	H: -14	I: -3
> CC(=O)c1cc2c(cc1NC(=O)CN1CCCCC1C)OCO2 (stereo not given)
  A: -0.5	B: -44	C: 2	D: 3	E: -7	F: -7	G: -7	H: -4	I: 14
> CC(C(=O)NC1CCCC1)N1C(=O)c2cccc3cccc1c23 (stereo not given)
  A: 0.5	B: -5	C: -1	D: 4	E: 0	F: 11	G: -3	H: -16	I: -14
> Clc1ccc(-n2ncc3c(NCc4ccc5c(c4)OCO5)ncnc32)cc1
  A: 10	B: -12	C: 17	D: 5	E: -5	F: 2	G: -4	H: -3	I: -3
> CCN(CC)C(=O)[C@H]1CC(CC(=O)NCc2ccc(OC)c(OC)c2)C(=O)N2CCc3c([nH]c4ccccc34)[C@]12C (stereo not given in full)
  A: -0.1	B: -14	C: -5	D: 5	E: 3	F: 18	G: 0	H: -34	I: -23
> COc1ccc(-c2nc3ccccc3c(=O)n2CCOc2cc(C)ccc2C)cc1
  A: 0.3	B: 1	C: 7	D: 4	E: -8	F: 3	G: -7	H: -20	I: -7
> Cc1nc2ccc(Cl)cc2c(-c2ccccc2)c1C(=O)N(C)C
  A: 0.4	B: -7	C: 16	D: 2	E: -11	F: 5	G: -7	H: -12	I: -7
> FC(F)(F)c1ccc(CSc2ccccn2)cc1
  A: 0.7	B: -44	C: 21	D: 0	E: -19	F: 9	G: -4	H: -2	I: -6
> Clc1ccc(CSc2snnc2-c2ccccc2)c(Cl)c1
  A: 0.2	B: 28	C: -5	D: 7	E: 8	F: 1	G: -3	H: -33	I: 7
> Cc1cc(=O)oc2cc(NC(=O)c3cccc(S(=O)(=O)N(C)C)c3)ccc12
  A: 0.3	B: -4	C: -10	D: 0	E: -13	F: -4	G: -11	H: -2	I: 8
> COc1ccc(N(C(=O)Cn2nnc3ccccc32)C(C(=O)NCc2ccco2)c2ccc(C)o2)cc1 (stereo not given)
  A: 0.1	B: -8	C: -1	D: 10	E: 9	F: 16	G: -1	H: -24	I: -13
> CCOc1ccccc1OC(=O)CN1C(=O)c2ccccc2C1=O
  A: 0.3	B: -2	C: -6	D: -1	E: -2	F: 8	G: 2	H: -6	I: 1
> COC(=O)C(NC(=O)c1ccccc1)(Nc1nc(C)cs1)C(F)(F)F (stereo not given)
  A: -0.1	B: -13	C: 27	D: 12	E: -22	F: 15	G: -3	H: -11	I: -7
> CCOc1ccc(Cl)cc1-c1cc(C(=O)NC2CCCCC2)[nH]n1
  A: -0.1	B: -12	C: 21	D: 0	E: -17	F: 6	G: -10	H: nt	I: -25
> CCNC(=O)NC(=O)COC(=O)c1ccccc1SCC(=O)NC(=O)NCC
  A: 0.3	B: 4	C: 10	D: 2	E: 4	F: 0	G: 0	H: -7	I: -20
> C=CCc1cccc2cc(C(=O)NNC(=O)c3ccncc3)c(=O)oc12
  A: 0.5	B: -3	C: 10	D: 0	E: -11	F: -5	G: -15	H: -6	I: 7
> COc1ccc(N(CC(=O)N2CCN(Cc3ccccc3)CC2)S(C)(=O)=O)cc1
  A: -0.1	B: 8	C: 15	D: -1	E: -3	F: 5	G: -3	H: -6	I: -10
> O=C1CCNCCN1[C@H](CO)Cc1ccccc1
  A: -0.1	B: -7	C: 9	D: 9	E: -9	F: 10	G: -3	H: 1	I: -5
> O=C(Nc1cccc(F)c1)C1CCCN1S(=O)(=O)c1cccc2cccnc12 (stereo not given)
  A: 1.0	B: -28	C: -6	D: 0	E: -5	F: 6	G: -2	H: -5	I: -12
> CCOc1ccccc1CNC(=O)CCC(=O)N1Cc2ccccc2Oc2ncccc21
  A: 0.5	B: 0	C: 13	D: 0	E: 6	F: 18	G: -1	H: -22	I: -10
> Cc1cc(C)n(C(=O)c2ccc(C)c(Br)c2)n1
  A: 3.8	B: -12	C: 2	D: 2	E: -5	F: 8	G: 0	H: -2	I: -10
> COc1ccc([N+](=O)[O-])cc1NC(=O)CSc1nncn1-c1ccccc1
  A: 0.8	B: -4	C: -3	D: 0	E: 7	F: 3	G: -8	H: -7	I: -6
> COCCNC(=O)CN1CCN(S(=O)(=O)c2ccc3c(c2)CCCC3)CC1
  A: -0.2	B: 2	C: 2	D: 0	E: -5	F: 5	G: -4	H: -16	I: -3
> CC(=O)Nc1ccc(/C=N/N2CCCCC2)cc1
  A: 0.1	B: -15	C: -5	D: 3	E: 2	F: -15	G: 35*	H: -9	I: 13
> CC1(C(=O)Nc2ccc3c(c2)OCO3)CCN1C(=O)CC1CC1 (stereo not given)
  A: 0.7	B: -10	C: 10	D: 1	E: -12	F: 4	G: -2	H: nt	I: -4
> Cc1ccc(CNC(=O)CSc2ccsc2[N+](=O)[O-])cc1
  A: -0.3	B: 11	C: -11	D: -2	E: -3	F: 10	G: -4	H: -10	I: 7
> Cc1cccc(NC(=O)COc2ccc(/C=N\n3cnnc3)cc2)c1
  A: 1.2	B: 10	C: 12	D: 4	E: -1	F: 10	G: -5	H: 4	I: -15
> CC1C(=O)N(Cc2cn(Cc3ccco3)nn2)CCS(=O)(=O)N1Cc1ccc(-c2ccccc2Cl)cc1 (stereo not given)
  A: 0.8	B: -3	C: 12	D: -1	E: 17	F: -2	G: -5	H: nt	I: 10
> COc1ccc(C)cc1S(=O)(=O)N1CCN(S(=O)(=O)c2cc(C(=O)O)ccc2C)CC1
  A: -0.4	B: -11	C: -14	D: 0	E: 14	F: 9	G: -1	H: -11	I: -24
> COc1ccc(OC(=O)N(C)C[C@H]2OCc3cn(nn3)CCCC(=O)N([C@H](C)CO)C[C@@H]2C)cc1
  A: -0.1	B: 3	C: -8	D: 1	E: 11	F: 10	G: 1	H: nt	I: -13
> COc1cccc(-c2nc(CS(=O)(=O)CC(=O)NCc3ccc(Cl)cc3)c(C)o2)c1
  A: 0.5	B: 12	C: 19	D: 10	E: -4	F: 3	G: -3	H: -15	I: -7
> Cc1cc(C)nc(SCCC(=O)Nc2ccc(F)cc2)n1
  A: 0.1	B: -11	C: -12	D: 3	E: -6	F: 4	G: -5	H: 5	I: -1
> O=C(NCCCN1CCOCC1)c1cc(-c2ccc(Br)cc2)on1
  A: 1.3	B: -8	C: -11	D: 16	E: 16	F: -9	G: -4	H: -19	I: 9
> Cc1nc(C(C)NC(=O)CCc2nnc(-c3ccsc3)o2)cs1 (stereo not given)
  A: 0.7	B: -11	C: -6	D: 0	E: -1	F: 6	G: -2	H: 6	I: -9
> Nc1nn2c(-c3ccccc3)cc(=O)[nH]c2c1N=Nc1ccc(Br)cc1
  A: -0.1	B: -5	C: -8	D: 8	E: 6	F: -2	G: -3	H: nt	I: -5
> CCn1c(COc2ccc3c(c2)CCCC3)nnc1SCC(=O)Nc1nccs1
  A: 2.5	B: -20	C: 22	D: 9	E: -2	F: 2	G: -4	H: -10	I: 2
> CC1(C)OC(c2ccccc2)=C/C(=C/C=C2C(=O)c3ccccc3C2=O)O1
  A: 2.6	B: 2	C: 20	D: 11	E: -3	F: 8	G: -4	H: -16	I: -9
> CC(C)(Oc1ccc(Cl)cc1)C(=O)Nc1c2c(nn1C(C)(C)C)CS(=O)(=O)C2
  A: -0.5	B: -31	C: -4	D: -2	E: 5	F: 7	G: -5	H: -12	I: -6
> Cc1cccc(CN2C(=O)CCSc3ccc(Cl)cc32)c1
  A: 0.2	B: -9	C: 8	D: 7	E: 3	F: -12	G: -6	H: -27	I: 5
> CCCCNC(=O)[C@H](Cc1c[nH]c2ccccc12)NC(=O)c1ccccc1Cl
  A: 0.8	B: -2	C: -1	D: 2	E: -2	F: -1	G: -6	H: -2	I: 1

# An excerpt of these results, with each value named.
CCn1c(COc2ccc3c(c2)CCCC3)nnc1SCC(=O)Nc1nccs1
  M1 ag parental: 2.5
  TAAR1 antag: -20
  M1 PAM parental: 22
  TAAR1 ag: 9
  CHO-K1 Ca antag: -2
  M1 PAM: 2
  CHRM1 agonist: -4
  CHO parental Ca: -10
  CHRM1 antagonist: 2
CC1(C)OC(c2ccccc2)=C/C(=C/C=C2C(=O)c3ccccc3C2=O)O1
  M1 ag parental: 2.6
  TAAR1 antag: 2
  M1 PAM parental: 20
  TAAR1 ag: 11
  CHO-K1 Ca antag: -3
  M1 PAM: 8
  CHRM1 agonist: -4
  CHO parental Ca: -16
  CHRM1 antagonist: -9
